# CCT chaperon mod: High-Throughput Screening for Modulators of Cytosolic Chaperonin Activity; purified chaperonin ATPase assay, HTRF ADP detection, 30 min; AID 651819, 2012; 360,000 compounds, 0.3% hits; activity change, % (no concentration beside the values), hits read low; in the data active = activity change below about -30%; note: % is set by controls: 0 for no effect and ±100 for the full control effect
#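 We incubate TRiC, 40 or 20 nM final, with library compounds at 76 uM and 10 uM ATP for 30 min at 37 °C. ADP formed is detected with Transcreener HTRF reagents after 30 min at room temperature.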
# Abeta rescue: qHTS for compounds that reverse cellular toxicity of Amyloid beta (A-beta) peptide in yeast: Primary Screen. yeast expressing A-beta42, growth rescue, OD600, 48 h; response scale: 0% DMSO, 100% iron-clioquinol control. Potency, µM (series often up to 46.1 µM), without a hit: at the top dose growth rescue, hits mostly activators. 410,000 compounds, 0.063% hits. AID 1347071, 2019; note: potency is the fitted concentration of half-maximal effect; nearly all actives have a fitted effect of over 55% in size
#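 Yeast growth medium received pinned compounds, then yeast cells expressing toxic A-beta were added; plates incubated at 30 C for 48 hr. Growth read as absorbance at 600 nm, normalized to DMSO and equimolar FeCl3 plus clioquinol controls.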
# A549 tox: Nrf2 qHTS screen for inhibitors: counterscreen for cytotoxicity; A549 ARE-Fluc cells, CellTiter-Fluor viability, 18-24 h; Potency, µM (top dose mostly 46 µM), for inactives: at the highest dose activity change, negative = cytotoxicity, most hits filed as inhibitors; 390,000 compounds, 0.16% hits; AID 504648, 2011; note: potency is the fitted concentration of half-maximal effect; % is set by controls: 0 for no effect and ±100 for the full control effect
#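 A549 ARE_Fluc cells in 5% FBS OPTI-MEM were exposed to compounds in concentration-response for 18-24 h at 37 deg C. Viability was read by CellTiter-Fluor fluorescence (Ex 405/Em 525) after 30 min, before the luciferase read.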
# HepG2 tox: qHTS for Inhibitors of TGF-b: Cytotox Counterscreen. HepG2 CAGA-GFP viability, ATP luminescence, 18 h. Potency, µM (top dose mostly 46.1 µM), for the others: at the top dose activity change, negative = cytotoxicity, usual class: cytotoxic. 410,000 compounds, 0.76% hits; note: potency is the fitted concentration of half-maximal effect; some results filed as inactive show a strong effect at the top dose
#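 CellTiter-Glo luminescence gave cytotoxicity after 18 hours at 37 degrees C. The cells were HepG2 CAGA-GFP in 1% FBS DMEM, stimulated with 500 pg/mL TGF-beta after compound addition. %Activity was normalised to no-cell wells (complete cell-killing) and DMSO (no toxicity), and curves were fitted and classified.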
# TGFb SMAD3 inh: qHTS for Inhibitors of TGF-b; HepG2 CAGA-GFP TGF-b/SMAD3 reporter, GFP fluorescence, 18 h; TGF-beta stimulated, 500 pg/mL final; 410,000 compounds, 1.2% hits; AID 588855, 2011; Potency, µM (top dose mostly 46.1 µM), for the others: at the top dose activity, negative = inhibition, usual class: inhibitors; note: potency is the fitted concentration of half-maximal effect; % is set by controls: 0 for no effect and ±100 for the full control effect; nearly all actives have a fitted effect of over 65% in size
#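 HEPG2 CAGA-GFP, 1000 cells/well; 2 h settle, 37 C; cpd via pin tool; TGF-b 500 pg/mL final; 18 h, 37 C; GFP imaging ex488/em500-530; %Activity normalised to -TGF-b and +DMSO controls; CRC fit, curve class.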
# MmCpn inh: Inhibitors of TCP-1 ring complex (TRiC) of Methanococcus maripaludis (MmCpn): qHTS. Potency, µM (series often up to 76.9 µM), for inactives: at the top dose activity, negative = inhibition, hits mostly inhibitors. purified Mm-Cpn ATPase, ADP Transcreener TR-FRET. Chaperonin Mm-Cpn (Methanococcus maripaludis). 330,000 compounds, 0.031% hits; note: potency is the fitted concentration of half-maximal effect; % is set by controls: 0 for no effect and ±100 for the full control effect; nearly all actives have a fitted effect of over 80% in size
#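 Inhibition of chaperonin ATP hydrolysis is measured as reduced ADP production, detected by competitive TR-FRET in which signal falls with ADP. Final enzyme 25 nM and ATP 10 uM, reacted 30 min at 37°C.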
# Nrf2 activator: qHTS of Nrf2 Activators | AREc32 ARE-luciferase reporter (MCF7-derived line), luminescence, 24 h | Potency, µM (titrated, usually from 46.1 µM), without a hit: at the top dose activation, actives largely listed as activators | 410,000 compounds, 0.31% hits | AID 624171, 2012; note: potency is the fitted concentration of half-maximal effect; % of control where 0% means no effect; nearly all actives have a fitted effect of over 65% in size
#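 ARE-driven firefly luciferase activity in AREc32 cells measured after a 24 hr compound exposure at 37 deg C, using Steady-Glo reagent and a 30 min room-temperature hold.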
# Akt phos inh: HTS Assay for Inhibitors of Akt Phophorylation: Primary Screen; activity change, % for hits at 50 µM; Neuro2A IGF-stimulated pAkt S473 HTRF, 20 min; active compounds read low; AID 651550, 2012; 360,000 compounds, 0.32% hits; in the data active = activity change below about -80%; inconclusive = mostly about -51% to -80%; note: % is set by controls: 0 for no effect and ±100 for the full control effect
#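 Single-point screen (50 µM final compound) in Neuro2A cells stimulated 20 min with 6 nM IGF at 37 deg C. After lysis, Ser473-phosphorylated Akt read by HTRF (ex 330 nm, em 615/665 nm) as the 665/615 ratio.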
# Nrf2 block: Nrf2 qHTS screen for inhibitors. AID 504444, 2011. A549 ARE-Fluc reporter, luciferase luminescence, 18-24 h. Potency, µM (highest dose often 46 µM), for inactives: at the top dose activity change, negative = inhibition, most hits filed as inhibitors. 360,000 compounds, 2.1% hits; note: potency is the fitted concentration of half-maximal effect; % is set by controls: 0 for no effect and ±100 for the full control effect; nearly all actives have a fitted effect of over 60% in size
#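 Cells were seeded and rested 2 h, then exposed to compounds for 18-24 h. CellTiter-Fluor was read first as a viability measure. BugLite was added 15 min before the final luminescent read of ARE-luciferase activity in A549 cells.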
# Numbers without * were called inactive; i = inactive; ? = inconclusive; nt = no result given; [ ] = remark or other dose. Unless noted, calls come from the whole dose curve; as a rule, active = well fitted curve in the direction sought with a large enough effect; inconclusive = small, poorly fitted or top-dose-only effect, or another doubt; inactive = no such curve, though single readings can be large; an effect the other way counts as inactive or inconclusive.
1: COc1cc(NC(=O)CCc2nnc3ccc(N4CCC(C)CC4)nn23)cc(OC)c1
2: CCOC(=O)C1CCN(C(c2cc3cc(C)cc(C)c3[nH]c2=O)c2nnnn2C2CCCCC2)CC1 (stereo not given)
3: COCCNC(=O)C1CCN(Cc2cccc(OCc3ccccc3)c2)CC1
4: c1ccc2c(c1)oc1c(NCCCN3CCOCC3)ncnc12
5: COc1ccc(NC(=S)NNC(=O)CCn2cc([N+](=O)[O-])cn2)cc1
6: O=C(/C=C/c1ccc2c(c1)OCO2)NCc1ccco1
7: COC(=O)Cn1cnc(=O)c(C#N)c1/C=C/N(C)C
8: Cc1ccc(-n2ncc3c2CC(C)(C)CC3NC(=O)c2cc[n+]([O-])cc2)cc1 (stereo not given)
compound no.	1	2	3	4	5	6	7	8
CCT chaperon mod	0.0	-2.7	2.0	-0.1	2.0	-3.7	-2.7	-0.2
Abeta rescue	-13.5%	-10.3%	0.7%	14.3%	2.4%	-4.8%	-14.2%	6.5%
A549 tox	4.1%	5.6%	2.0%	-2.1%	6.0%	7.4%	-0.2%	4.2%
HepG2 tox	4.9%	-26.1%	-5.9%	-9.5%	-8.9%	2.7%	20.1%	0.0%
TGFb SMAD3 inh	6.6%	?	9.9%	-0.4%	-17.2%	0.1%	-12.8%	1.3%
MmCpn inh	-16.8%	nt	3.2%	-0.1%	1.1%	-0.6%	2.0%	-2.2%
Nrf2 activator	0.3%	-0.3%	0.3%	0.6%	-0.7%	2.0%	0.2%	1.6%
Akt phos inh	i	i	i	-109.0%*	i	i	nt	i
Nrf2 block	-22.2%	nt	1.8%	4.3%	4.0%	19.6%	-2.4%	1.5%

# The list goes on (4 carried over from the part before).
5: COc1ccc(NC(=S)NNC(=O)CCn2cc([N+](=O)[O-])cn2)cc1
6: O=C(/C=C/c1ccc2c(c1)OCO2)NCc1ccco1
7: COC(=O)Cn1cnc(=O)c(C#N)c1/C=C/N(C)C
8: Cc1ccc(-n2ncc3c2CC(C)(C)CC3NC(=O)c2cc[n+]([O-])cc2)cc1 (stereo not given)
9: Cc1ccc(Cl)cc1NC(=O)CCC(=O)N1CC(C)Sc2ccccc21 (stereo not given)
10: N#Cc1ccc(OC(=O)C2CCN(C3=NS(=O)(=O)c4ccccc43)CC2)cc1
11: O=C(Nc1cc(Cl)cc(Cl)c1)c1ccno1
12: COc1ccc(N2CC(C(=O)N3CCc4ccccc43)CC2=O)cc1 (stereo not given)
13: Cc1ccn(CC(=O)N2CCCC(N3CCN(Cc4ccc5c(c4)OCO5)CC3)C2)n1 (stereo not given)
14: Cc1ccccc1CNC(=O)CN1C(=O)CSc2ccc(S(=O)(=O)N(C)C)cc21
15: O=C(CCCN1C(=O)/C(=C\c2ccco2)SC1=S)Nc1cccc2ccccc12
16: CCOC(=O)[C@H]1O[C@@H]1C(=O)N[C@@H](CC(C)C)C(=O)NCCC(C)C
compound no.	5	6	7	8	9	10	11	12	13	14	15	16
CCT chaperon mod	2.0	-3.7	-2.7	-0.2	nt	-0.1	0.0	-3.9	-4.6	nt	-1.6	0.0
Abeta rescue	2.4%	-4.8%	-14.2%	6.5%	?	6.8%	6.1%	3.7%	-8.8%	-8.6%	13.3%	-23.8%
A549 tox	6.0%	7.4%	-0.2%	4.2%	-0.6%	1.7%	4.1%	-6.6%	-11.1%	6.8%	-7.3%	20.6µM*
HepG2 tox	-8.9%	2.7%	20.1%	0.0%	-19.1%	2.0%	-0.6%	-1.3%	1.2%	-5.3%	-0.8%	-35.2%
TGFb SMAD3 inh	-17.2%	0.1%	-12.8%	1.3%	?	5.1%	0.0%	-11.6%	6.8%	?	-15.2%	?
MmCpn inh	1.1%	-0.6%	2.0%	-2.2%	nt	-0.4%	-24.7%	nt	1.5%	nt	2.2%	-0.4%
Nrf2 activator	-0.7%	2.0%	0.2%	1.6%	1.0%	0.1%	0.4%	-0.2%	0.1%	-1.2%	5.1%	4.7%
Akt phos inh	i	i	nt	i	nt	i	i	i	i	nt	i	i
Nrf2 block	4.0%	19.6%	-2.4%	1.5%	-11.4%	8.0%	2.4%	12.8%	6.9%	?	-1.2%	9.8%

# Other compounds follow.
no.	smiles	CCT chaperon mod	Abeta rescue	A549 tox	HepG2 tox	TGFb SMAD3 inh	MmCpn inh	Nrf2 activator	Akt phos inh	Nrf2 block
17	COc1ccc(CCNC(=O)c2ccc3c(c2)CCN3S(=O)(=O)c2ccccc2)cc1	nt	-20.1%	-17.1%	-4.6%	-4.3%	nt	5.6%	nt	?
18	CC(C)CN(C(=O)CCC(=O)OCc1ccc(Cl)cc1Cl)c1c(N)n(CC(C)C)c(=O)[nH]c1=O	0.0	3.0%	-12.1%	1.1%	-3.0%	-0.8%	1.8%	i	?
19	CN(Cc1cnn(C)c1)C(=O)c1cc2ccccc2oc1=O	-1.4	-4.4%	-2.6%	-0.9%	-9.9%	-7.6%	-0.7%	i	-5.9%
20	CCC1(c2ccc(F)cc2)NC(=O)N(CC(=O)NC2CCCC(C)C2C)C1=O (stereo not given)	-1.6	0.0%	-6.7%	1.7%	?	-2.8%	2.9%	i	12.1%
21	CN1CCN(C(=S)NCCc2ccccc2)CC1	-1.7	2.6%	25.2%	-20.1%	-12.5%	2.4%	0.1%	i	?
22	COc1ccc(CNC(=O)C(C)N(C)Cc2cccc(F)c2)cc1 (stereo not given)	0.3	1.4%	-1.8%	-29.4%	-3.2%	4.1%	0.1%	i	8.6%
23	CC(=O)C1=C(O)C(=O)N(c2ccc(S(=O)(=O)Nc3nccs3)cc2)C1c1ccc([N+](=O)[O-])cc1 (stereo not given)	-1.7	4.3%	-4.2%	-3.2%	-0.9%	?	-0.6%[9.22 µM]	i	4.6%
24	CCCCCCCCCCOC(=O)Cn1c(COc2ccc(C)cc2)[n+](C)c2ccccc21	-1.2	-91.3%[inhibitor]	-10.9%	-110.3%	?	-1.5%	-1.7%	i	-3.2%
25	Cc1ccc(OCCCn2c(C3CC(=O)N(c4cccc(Cl)c4)C3)nc3ccccc32)c(C)c1 (stereo not given)	nt	-4.3%	-15.5%	-8.1%	-10.0%	nt	-1.0%	nt	-29.4%
26	COc1ccc(C2C(C(=O)NCCN(C)C)c3ccccc3C(=O)N2C)cc1OC (stereo not given)	-1.5	16.0%	22.2%	2.8%	-7.4%	0.9%	-0.2%	i	8.5%
27	Cc1ccc(C=C2C(Cl)=C(Cl)C(Cl)=C2Cl)cc1	-0.1	-7.2%	-1.1%	12.7%	-18.0%	-5.4%	20.6%	i	15.7%
28	CCOc1ccc(N=C/C=C/c2ccccc2)c(O)c1	-3.7	-58.2%[inhibitor]	-0.5%	-120.8%	14.1µM*	-3.4%	10.7%	i	-1.0%
29	Cc1ccc(/C=N/n2c(-c3ccncc3)n[nH]c2=S)o1	-4.9	1.7%	5.5%	6.0%	-1.4%	-2.5%	8.4%	i	-4.5%
30	COc1ccc(-c2csc3ncnc(Nc4ccc(O)cc4)c23)cc1	-2.3	-12.0%	-13.5%	-8.3%	-10.9%	-0.3%	0.1%	i	-27.4%
31	C#CCOCCOCCOCCNc1nc(N2CCN(C(=O)Cn3cc(CCCN=C(N)N)nn3)CC2)nc(N2CCN(C(=O)[C@H](C)n3cc(CCCN=C(N)N)nn3)CC2)n1	1.1	6.2%	-4.4%	0.8%	21.3%	-0.8%	0.4%	i	12.2%
32	COc1ccc(-c2cc3ccc(O)c(CN4CCCC(C)C4)c3oc2=O)cc1 (stereo not given)	nt	-3.0%	15.4%	-3.1%	17.6%	nt	1.0%	nt	nt
33	CC(OC(=O)[C@@H](NC(=O)c1ccco1)C(C)C)C(=O)Nc1ncc(Cl)cc1Cl (stereo not given in full)	-1.0	7.5%	1.7%	-20.0%	-24.9%	-0.4%	-0.1%	i	1.9%
34	COc1ccc(C(=O)C2CCCN(Cc3cn(C)nc3-c3ccccc3)C2)cc1F (stereo not given)	-2.3	1.8%	-6.6%	-36.3%	?	3.8%	0.0%	i	0.1%
35	Cc1cccc(CCNC(=O)C2CCCN(S(=O)(=O)c3cnc[nH]3)C2)c1 (stereo not given)	1.1	-3.4%	-7.1%	5.0%	-1.3%	1.8%	-0.4%	i	1.2%
36	CCOC(=O)CNC(=O)Cn1cnc2c(oc3ccccc32)c1=O	-5.4	?	-0.6%	3.8%	8.1%	3.9%	-0.4%	i	9.0%
37	CCCn1c(SCC(=O)Nc2sc(C)c(C)c2C#N)nnc1C(C)C	1.6	0.0%	1.6%	-8.4%	-3.5%	0.5%	-0.6%	i	?
38	Cc1ccc(OCCC(=O)OCC(=O)NC2CCS(=O)(=O)C2)cc1 (stereo not given)	-1.4	-3.0%	-2.6%	15.2%	9.2%	3.5%	-0.5%	i	6.4%

# Assay outcomes (PubChem BioAssay)
